# Akt phos inh – blocks phosphorylation of Akt | Neuro2A IGF-stimulated pAkt S473 HTRF, 20 min; hits give low values | activity change, % for hits at 50 µM | 360,000 compounds, 0.32% hits | AID 651550; in the data active means activity change below about -80%; inconclusive means mostly about -51% to -80%; further: on the % scale 0 is the no-effect control and ±100 the full control effect
#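 Single-point screen (50 µM final compound) in Neuro2A cells stimulated 20 min with 6 nM IGF at 37 deg C. After lysis, Ser473-phosphorylated Akt read by HTRF (ex 330 nm, em 615/665 nm) as the 665/615 ratio.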
# TDP-43 yeast inh – inhibitors of TDP-43 toxicity in yeast; TDP-43 expressing yeast growth rescue, BacTiter-Glo, 24 h; Potency, µM (titrated, usually from 46.1 µM), inactives show top-dose growth rescue (activation), most hits filed as activators; 410,000 compounds, 1.8% hits; AID 652104; further: potency means the concentration at half of the fitted maximal effect; % of control where 0% means no effect; nearly all actives have a fitted effect of over 50% in size
#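 Yeast expressing TDP-43 (pregrown in raffinose, seeded at OD600=0.02 in galactose medium) exposed to compounds 24 hr at 30 deg C. Growth read by BacTiter-Glo luminescence; rescue of toxicity appears as increased signal.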
# Mm-Cpn inhibitor – inhibitors of Methanococcus maripaludis chaperonin (MmCpn) | AID 504842 | purified Mm-Cpn ATPase, ADP Transcreener TR-FRET | Potency, µM (titrated, usually from 76.9 µM), inactives show at the highest dose activity, negative = inhibition, hits mostly inhibitors | 330,000 compounds, 0.031% hits; further: potency means the concentration at half of the fitted maximal effect; on the % scale 0 is the no-effect control and ±100 the full control effect; nearly all actives have a fitted effect of over 80% in size
#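 Eu-cryptate anti-ADP/ADP-d2 competition gives a ratio inversely related to ADP. Enzyme at 25 nM was pre-exposed to compound for 10 min, then given 10 uM ATP for 30 min, 37°C throughout.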
# GLP1R inv ag – acts as inverse agonist at human GLP-1 receptor | HEK293 GLP-1R CRE-luciferase, luminescence, 24 h; GLP-1R form is constitutively active | P43220 | 410,000 compounds, 1.6% hits | Potency, µM (titrated, usually from 38.3 µM), for the others: top-dose activity change, negative = inhibition, actives largely listed as inhibitors; further: potency means the concentration at half of the fitted maximal effect; on the % scale 0 is the no-effect control and ±100 the full control effect; nearly all actives have a fitted effect of over 55% in size
# Target sequence (P43220 whole entry, looked up): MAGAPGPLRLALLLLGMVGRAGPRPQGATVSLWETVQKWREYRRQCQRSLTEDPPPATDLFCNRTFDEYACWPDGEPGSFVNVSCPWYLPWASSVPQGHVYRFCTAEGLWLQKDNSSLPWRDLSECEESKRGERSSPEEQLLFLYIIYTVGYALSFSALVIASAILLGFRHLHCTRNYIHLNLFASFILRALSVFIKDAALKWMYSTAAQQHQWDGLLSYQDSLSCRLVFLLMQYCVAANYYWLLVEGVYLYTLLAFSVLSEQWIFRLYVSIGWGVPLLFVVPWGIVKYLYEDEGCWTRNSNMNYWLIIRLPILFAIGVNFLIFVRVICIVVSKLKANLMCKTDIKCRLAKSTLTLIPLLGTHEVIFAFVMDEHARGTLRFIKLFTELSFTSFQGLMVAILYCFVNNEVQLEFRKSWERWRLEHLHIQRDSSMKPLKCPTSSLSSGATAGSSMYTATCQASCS
#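 Constitutively active GLP-1R drives a cAMP-responsive luciferase in stably transfected HEK293 cells; test compounds are added after overnight (12 h) attachment and left 24 hr, and signal loss in luminescence marks inhibition.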
# FUS yeast rescue – rescues growth of FUS-expressing yeast. S. cerevisiae FUS-expressing, growth rescue, OD600, 24 h. Potency, µM (titrated, usually from 76.6 µM), for the others: top-dose growth rescue (activation), most hits filed as activators. 390,000 compounds, 0.24% hits. AID 1347120;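 further: potency means the concentration at half of the fitted maximal effect; plate controls were DMSO vehicle for no effect and reference control for full effect; nearly all actives have a fitted effect of over 55% in size; some results filed as inactive show a strong effect at the top dose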
#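 Toxicity suppression screen in FUS-yeast. Cells induced with 2% galactose, starting OD 0.005, treated 24hr at 30C with compounds at multiple final concentrations; growth by OD600.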
# PTHR1 ag – activates the human parathyroid hormone receptor PTHR1; Q03431; HEK293 GP2 PTHR1 cells, GloSensor cAMP luminescence, 1 h; Potency, µM (highest dose often 115 µM), without a hit: at the highest dose activation, actives largely listed as activators; 410,000 compounds, 0.075% hits; further: potency means the concentration at half of the fitted maximal effect; nearly all actives have a fitted effect of over 55% in size; some results filed as inactive show a strong effect at the top dose; inactives centre near -15; many of its hits are not listed in these tables
# Target sequence (Q03431 whole entry, looked up): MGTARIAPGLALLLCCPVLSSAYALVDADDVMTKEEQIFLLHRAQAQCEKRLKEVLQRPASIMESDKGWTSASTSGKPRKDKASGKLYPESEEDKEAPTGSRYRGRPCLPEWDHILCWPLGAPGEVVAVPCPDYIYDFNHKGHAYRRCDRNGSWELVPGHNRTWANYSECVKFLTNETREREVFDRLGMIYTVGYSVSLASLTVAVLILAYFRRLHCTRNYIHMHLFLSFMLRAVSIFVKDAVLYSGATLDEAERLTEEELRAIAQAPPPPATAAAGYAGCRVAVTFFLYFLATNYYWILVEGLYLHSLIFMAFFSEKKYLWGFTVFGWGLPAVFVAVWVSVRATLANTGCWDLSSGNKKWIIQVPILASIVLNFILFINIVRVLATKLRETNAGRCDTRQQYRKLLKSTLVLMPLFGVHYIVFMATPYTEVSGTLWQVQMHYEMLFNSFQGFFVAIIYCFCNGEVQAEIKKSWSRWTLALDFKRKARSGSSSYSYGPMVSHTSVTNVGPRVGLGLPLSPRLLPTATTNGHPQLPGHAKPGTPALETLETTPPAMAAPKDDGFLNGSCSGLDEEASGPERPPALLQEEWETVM
#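 HEK-293-derived GP2 cells expressing PTHR1 and a GloSensor cAMP reporter, 3,000/well, plated overnight, given luciferin plus IBMX (each 0.5 mM as added) for 1 h at 37 °C, then compound for 1 h at 37 °C. Luminescence was read after 15 min at room temperature.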
# aSyn yeast inh – alpha-synuclein toxicity inhibition in yeast; Yeast expressing alpha-synuclein, growth rescue, BacTiter-Glo, 24 h; Potency, µM (doses to about 46.1 µM), without a hit: top-dose growth rescue (activation), usual class: activators; 370,000 compounds, 0.14% hits; further: potency means the concentration at half of the fitted maximal effect; % of control where 0% means no effect; nearly all actives have a fitted effect of over 65% in size
#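 Readout is rescue of growth in alpha-synuclein-expressing yeast, so inhibitors of toxicity appear as activators. Growth after 24 hr at 30 deg C in galactose medium is quantified by luminescence.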
# GLP1R cytotox – cytotoxicity counter-screen for GLP-1 receptor inverse agonists | Potency, µM (doses to about 38.3 µM), inactives show top-dose activity change, negative = inhibition, most hits filed as inhibitors | HEK293 cAMP-luciferase reporter cells, luminescence, 24 h | 410,000 compounds, 0.13% hits;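 further: loss of luciferase light is scored as toxicity; potency means the concentration at half of the fitted maximal effect; on the % scale 0 is the no-effect control and ±100 the full control effect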
#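 To flag toxic compounds, the library was rerun on cells for 24 hr at 37 deg C and 5% CO2. Viability-linked luminescence was captured 12 min after adding luciferase detection reagent.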
# Abeta yeast res – restores growth of yeast expressing A-beta42 peptide | Potency, µM (titrated, usually from 46.1 µM), for inactives: at the highest dose growth rescue, hits mostly activators | AID 1347071 | 410,000 compounds, 0.063% hits | yeast expressing A-beta42, growth rescue, OD600, 48 h; response scale: 0% DMSO, 100% iron-clioquinol control; further: potency means the concentration at half of the fitted maximal effect; nearly all actives have a fitted effect of over 55% in size
#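 Yeast growth medium received pinned compounds, then yeast cells expressing toxic A-beta were added; plates incubated at 30 C for 48 hr. Growth read as absorbance at 600 nm, normalized to DMSO and equimolar FeCl3 plus clioquinol controls.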
# The depositor's hits bear a star; i = inactive; u = inconclusive; x = not tested or not shown; & = joins results of further samples; [ ] = dose if it differs, or a comment. Unless noted, the call rests on the fitted dose curve; in most records, active means well fitted curve in the direction sought with a large enough effect; inconclusive means small, poorly fitted or top-dose-only effect, or another doubt; inactive means no such curve, though single readings can be large; an effect the other way counts as inactive or inconclusive. These rows are one share of the data; the hit share may differ from the screen's.
nr	mol	Akt phos inh	TDP-43 yeast inh	Mm-Cpn inhibitor	GLP1R inv ag	FUS yeast rescue
1	C/C(CCN1CCc2nc(-c3ccccc3)c(-c3ccccc3)cc2C1)=N\OC[C@@H](C)[C@H](OCc1ccccc1)C(C)C	i	-21%	1%	-20%	u
2	O=C(NCc1ccco1)C(c1cccs1)N(C(=O)Cc1cccs1)c1ccccc1 (stereo not given)	i	-4%	0%	u	16%
3	O=C(Nc1ccc(OC(F)(F)F)cc1)c1ccc2ccccc2n1	i	-22%	1%	-13%	-5%
4	CCC(=O)N1CCc2cc(S(=O)(=O)CCC(=O)N3CCN(c4ccc(Cl)cc4)CC3)ccc21	i	-2%&24%	-2%	u	40%&31%
5	Cc1cc(C)c(S(=O)(=O)Nc2nnc(CC(C)C)s2)c(C)c1	i	u	u	-26%	3%
6	Cc1ccc(NS(=O)(=O)c2ccc(-c3coc(C)n3)cc2)c(Cl)c1	i	27%	x	-19%	-4%
7	CCCCN(C)C(=O)c1sc(=O)n(Cc2cc(Cl)ccc2OC)c1C	i	u	x	7%	16%
8	CCCCCCOC(=O)c1ccccc1NC(=O)/C=C/C(=O)O	i	u	-2%	u	10%
9	COc1ccccc1N(C(=O)c1ccco1)C(C(=O)NC1CCCC1)c1cccnc1 (stereo not given)	i	-3%	0%	17%	0%
10	Cn1c(CNc2ccc(Cl)cc2)nnc1SCc1ccccc1	i	u	1%	-10%	7%
11	COC(=O)c1ccc(NC(=O)CC2C(=O)N(c3ccc(C)cc3)C(=O)N2CC(C)C)cc1 (stereo not given)	i	-8%	0%	-9%	14%
12	Cc1ccc(CN2CCC(CNC(=O)Nc3ccc(C)c(C)c3)C2)cc1 (stereo not given)	x	9%	x	u	22%
13	COc1ccc(S(=O)(=O)NCC2CCCN(Cc3ccc(O)cc3)C2)cc1 (stereo not given)	i	14%	0%	-31%	7%
14	Cc1cn2c(=O)cc(COC(=O)COc3ccccc3C)nc2s1	x	22%	x	2%	14%
15	COc1ccc(NC(=O)COC(=O)CCc2ccc(S(=O)(=O)N3CCOCC3)cc2)cc1OC	i	1%	0%	12%	11%

nr	PTHR1 ag	aSyn yeast inh	GLP1R cytotox	Abeta yeast res
1	-8%	-12%	9%	2%
2	-30%	5%	6%	0%
3	-22%	-8%	1%	3%
4	-25%&-34%	7%	-4%&2%	9%&4%
5	-80%[inhibitor]	-14%	-1%	-1%
6	i	14%	22%	3%
7	i	10%	3%	-9%
8	-12%	-24%	-25%	-47%[inhibitor]
9	i	1%	-6%	0%
10	-16%	21%	1%	-38%[inhibitor]
11	i	9%	-12%	-9%
12	i	x	-15%	-7%
13	i	3%	-5%	4%
14	i	x	8%	-6%
15	-19%	-4%	-3%	-4%

# Brought forward from above: 3 entries, then new ones.
nr	mol	Akt phos inh	TDP-43 yeast inh	Mm-Cpn inhibitor	GLP1R inv ag	FUS yeast rescue
13	COc1ccc(S(=O)(=O)NCC2CCCN(Cc3ccc(O)cc3)C2)cc1 (stereo not given)	i	14%	0%	-31%	7%
14	Cc1cn2c(=O)cc(COC(=O)COc3ccccc3C)nc2s1	x	22%	x	2%	14%
15	COc1ccc(NC(=O)COC(=O)CCc2ccc(S(=O)(=O)N3CCOCC3)cc2)cc1OC	i	1%	0%	12%	11%
16	Cc1ccc(C(=O)Nc2ccc(S(=O)(=O)N3CCCC3)cc2)s1	i	17%	-11%	u	-16%
17	Cc1cc2c(cc1C)-n1nnnc1C(N(C)Cc1ccccc1)C(=O)N2 (stereo not given)	i	30%	x	-8%	14%
18	COc1ccc(CCC(=O)Nc2nc(C)c(C(=O)N(C)C)s2)cc1	i	-2%	-2%	2%	25%
19	O=C1NC(c2cc(Cl)cc([N+](=O)[O-])c2O)Nc2ccccc21 (stereo not given)	i	-1%	-1%	6%	0%
20	Cc1ccc2oc(C(=O)N(C)Cc3ccon3)c(C)c2c1	i	5%	-1%	7%	-5%
21	CCc1ccc(NC(=S)N2CCC(NC(=O)c3ccccc3OC)CC2)cc1	i	21%	2%	-22%	16%
22	CCOc1cccc(C(=O)Nc2ccncc2)c1	i	4%	0%	-2%	3%
23	Cc1ccc(C(=O)NC2CC(C)(C)NC(C)(C)C2)cc1C	i	-4%	-1%	-25%	13%
24	COc1cccc(-c2cc3nc(-c4ccccc4)cc(N4CCC5(CC4)OCCO5)n3n2)c1	i	16µM*	-18%	0%	23%
25	C#CCOCCOCCOCCNc1nc(N2CCN(C(=O)[C@H]([C@@H](C)CC)n3cc([C@@H](N)CC(C)C)nn3)CC2)nc(N2CCN(C(=O)[C@H](CCCCN)n3cc([C@@H](N)C(C)CC)nn3)CC2)n1 (stereo not given in full)	i	3%	x	11%	6%
26	O=C(c1ccco1)N(CCCN1CCOCC1)c1nc(-c2ccc(Cl)cc2)cs1	x	-11%	-4%	9%	19%
27	Cc1nn(CC(=O)NCCCN2CCCCC2C)c(=O)c2cccn12 (stereo not given)	i	-17%	1%	11%	0%
28	CC1(C(=O)NCc2ccco2)Cc2c(-c3ccccc3)ccnc2O1 (stereo not given)	i	24%	x	u	-4%
29	COc1ccccc1C(=O)NC(=O)CSc1nncn1C(C)C	i	26%	-2%	9%	-6%
30	c1cncc(-c2noc(CC3CCCCC3)n2)c1	i	10%	0%	-9%	5%

nr	PTHR1 ag	aSyn yeast inh	GLP1R cytotox	Abeta yeast res
13	i	3%	-5%	4%
14	i	x	8%	-6%
15	-19%	-4%	-3%	-4%
16	-40%[inhibitor]	-5%	-7%	8%
17	-6%	-8%	-1%	4%
18	10%	8%	-2%	7%
19	-33%[inhibitor]	-1%	-9%	-16%
20	-48%[inhibitor]	-2%	0%	-10%
21	-24%	-2%	u	-14%
22	-28%	3%	-7%	-19%
23	-9%[57.5 µM]	-3%	1%	5%
24	0%[57.5 µM]	-16%	3%	-17%
25	-15%	-6%	0%	7%
26	-6%[57.5 µM]	3%	-6%	-19%
27	-25%	2%	-5%	-16%
28	-5%	14%	-12%	-4%
29	i	2%	1%	11%
30	-39%[inhibitor][57.5 µM]	-5%	75%[activator]	-14%

# More structures follow.
nr	mol	Akt phos inh	TDP-43 yeast inh	Mm-Cpn inhibitor	GLP1R inv ag	FUS yeast rescue
31	CCN1C(=O)C2(Nc3ccccc3-c3nc4ccccc4n32)c2cc(OC)ccc21 (stereo not given)	i	0%	1%	u	x
32	CCC(=O)NCCCNc1nc2c(C)cccc2cc1C#N	i	20%	0%	-6%	5%
33	CCn1cc(C(=O)O)c(=O)c2cc(F)c(N3CCN(C(=S)NC(=O)c4cccc(C)c4)CC3)cc21	i	13%	-1%	27%	2%
34	Cn1/c(=N/NC(=O)c2cccc(OC(F)F)c2)sc2ccccc21	i	9%	-4%	-33%	x
35	Cc1ccc(C)c(OC(=O)CN2C(=O)c3ccccc3C2=O)c1	i	-16%	-8%	5%	-1%
36	CCOC(=O)c1ccccc1NC(=O)Cn1c2ncccc2c(=O)n1-c1ccccc1	x	19%	x	9%	7%
37	CC(=O)Nc1ccc(C(=O)Nc2nnc(CCc3ccccc3)s2)cc1	i	-18%	-19%	1%	-2%
38	O=C(NCCc1ccccc1)C1CCN(Cc2cc3ccccc3n2Cc2ccccc2)CC1	x	23%	x	u	14%
39	CCN(CC)CCCN=C1N[C@@H](c2cccc(C(F)(F)F)c2)C(C(=O)OC)=C(C)N1CC	i	21%	3%	5%	-20%
40	CCCC1C(C#N)=C(N)Oc2n[nH]c(C(C)(C)C)c21 (stereo not given)	i	-23%	1%	16%	-10%
41	CCN(CCCNC(=O)Cn1ncc2c(=O)oc3ccccc3c21)c1cccc(C)c1	i	1%	u	u	-4%
42	C[C@H](O)[C@@H]1C(=O)N2CCc3ccc(-c4cccc(F)c4)cc3[C@@H]2C[C@@H]1N(C)S(=O)(=O)c1ccccc1	i	31%	x	-34%	u
43	Cn1cc([N+](=O)[O-])c(C(=O)NC2CCCCCC2)n1	i	4%	0%	13%	3%
44	Cn1c(N)c(C(=O)COC(=O)CC(NC(=O)c2ccccc2Cl)c2ccccc2)c(=O)n(C)c1=O (stereo not given)	i	-17%[9.22 µM]	-3%	1%[7.66 µM]	19%
45	COCC1CCN(C(=O)c2cc(COc3ccc(OC)cc3Cl)on2)C1 (stereo not given)	i	0%	x	u	18%
46	Cc1ccc(Cl)c(NC(=O)COC(=O)c2nn(C)c(=O)c3ccccc23)c1Cl	i	13%	1%	6%	-26%

nr	PTHR1 ag	aSyn yeast inh	GLP1R cytotox	Abeta yeast res
31	i	5%	-15%	0%
32	i	4%	81%[activator]	8%
33	-29%	-6%	1%	-5%
34	-9%	7%	-6%	7%
35	-8%	1%	-2%	-14%
36	-22%	x	2%	-8%
37	-3%	1%	1%	-16%
38	i	x	-17%	2%
39	i	0%	14%	6%
40	-15%	-6%	-17%	-7%
41	-26%	-4%	-16%	-5%
42	-17%	-1%	-12%	2%
43	i	-3%	-7%	7%
44	i	-3%	-6%[7.66 µM]	-10%
45	-8%	12%	-13%	0%
46	i	2%	-2%	4%

# Assay outcomes: PubChem, National Center for Advancing Translational Sciences (NCATS)
